Screens as filed in PubChem.
EPAC1 ag = activates human EPAC1 exchange factor. Potency, µM (titrated, usually from 154 µM), without a hit: at the highest dose activation, usual class: activators. 360,000 tested, 0.073% active. O95398. EPAC1 agonist qHTS, biochemical assay; response scale: 100% = response to 6.5 mM cAMP; further: nearly all actives have a fitted effect of over 60% in size
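Multi-concentration qHTS readout: loss of Rap1B-bound BODIPY-GDP fluorescence driven by 100 nM EPAC1 with excess GDP (50 uM), monitored kinetically at room temperature; agonist response expressed relative to 6.5 mM cAMP.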
EPAC2 antag = EPAC2 (human) antagonism | Q8WZA2 | EPAC2 GEF exchange of Rap1B-BODIPY-GDP, fluorescence | Potency, µM (series often up to 114 µM), without a hit: top-dose activity, negative = inhibition, actives largely listed as inhibitors | 360,000 tested, 0.18% active | AID 720708; further: on the % scale 0 is the no-effect control and ±100 the full control effect; nearly all actives have a fitted effect of over 45% in size; many of its hits are not listed in these tables
Target sequence (Q8WZA2 whole entry, looked up): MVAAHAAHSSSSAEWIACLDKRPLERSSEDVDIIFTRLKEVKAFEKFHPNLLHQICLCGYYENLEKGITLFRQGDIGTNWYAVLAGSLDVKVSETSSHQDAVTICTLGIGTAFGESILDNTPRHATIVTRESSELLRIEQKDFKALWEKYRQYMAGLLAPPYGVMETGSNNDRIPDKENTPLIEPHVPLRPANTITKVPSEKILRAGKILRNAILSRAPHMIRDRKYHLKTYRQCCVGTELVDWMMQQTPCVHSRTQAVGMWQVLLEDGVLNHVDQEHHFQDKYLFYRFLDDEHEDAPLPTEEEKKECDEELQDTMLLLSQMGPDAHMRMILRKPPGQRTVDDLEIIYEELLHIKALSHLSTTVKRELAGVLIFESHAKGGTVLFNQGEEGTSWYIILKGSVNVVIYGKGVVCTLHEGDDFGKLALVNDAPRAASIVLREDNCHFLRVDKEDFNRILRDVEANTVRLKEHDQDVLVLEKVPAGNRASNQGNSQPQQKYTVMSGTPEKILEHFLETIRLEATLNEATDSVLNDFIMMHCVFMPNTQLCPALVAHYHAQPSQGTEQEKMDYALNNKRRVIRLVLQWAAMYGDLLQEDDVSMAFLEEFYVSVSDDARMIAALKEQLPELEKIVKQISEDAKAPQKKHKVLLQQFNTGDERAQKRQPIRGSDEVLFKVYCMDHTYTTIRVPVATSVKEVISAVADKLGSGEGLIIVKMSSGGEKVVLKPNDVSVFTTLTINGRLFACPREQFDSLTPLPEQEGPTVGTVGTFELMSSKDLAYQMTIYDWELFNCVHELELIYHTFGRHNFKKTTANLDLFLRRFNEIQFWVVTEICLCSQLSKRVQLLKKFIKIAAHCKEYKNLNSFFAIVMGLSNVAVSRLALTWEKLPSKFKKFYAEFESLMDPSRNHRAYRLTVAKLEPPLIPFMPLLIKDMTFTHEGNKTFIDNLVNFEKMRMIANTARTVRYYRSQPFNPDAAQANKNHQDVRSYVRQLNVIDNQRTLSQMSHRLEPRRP
TDP43 rescue = rescues yeast growth from TDP-43 toxicity; TDP-43 expressing yeast growth rescue, BacTiter-Glo, 24 h; Potency, µM (doses to about 46.1 µM), for inactives: top-dose growth rescue (activation), most hits filed as activators; 410,000 tested, 1.8% active; further: % of control where 0% means no effect; nearly all actives have a fitted effect of over 50% in size
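Cell-based yeast growth screen: TDP-43 expression induced in galactose, inoculum OD600=0.02 after raffinose pregrowth to mid-log. Read-out BacTiter-Glo luminescence at 24 hr, 30 deg C; inhibition of toxicity seen as signal increase.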
aSyn yeast inh = rescues yeast growth from alpha-synuclein toxicity. Yeast expressing alpha-synuclein, growth rescue, BacTiter-Glo, 24 h. Potency, µM (doses to about 46.1 µM), for inactives: at the top dose growth rescue (activation), actives largely listed as activators. 370,000 tested, 0.14% active. AID 652106; further: % of control where 0% means no effect; nearly all actives have a fitted effect of over 65% in size
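Screening used galactose-induced yeast with toxic alpha-synuclein levels, exposed to compound for 24 hr at 30 deg C. Cell growth, read with BacTiter-Glo luminescence, gave the measured signal.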
EPAC1 antag = EPAC1 (human) antagonism; EPAC1 GEF assay, Rap1b-BODIPY-GDP exchange fluorescence; Potency, µM (doses to about 115 µM), without a hit: top-dose activity change, negative = inhibition, actives largely listed as inhibitors; 360,000 tested, 0.14% active;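 further: plate controls were vehicle for no effect and positive control for full effect; nearly all actives have a fitted effect of over 50% in size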
PTHR1 ag = agonists of human PTHR1 parathyroid hormone receptor; HEK293 GP2 PTHR1 cells, GloSensor cAMP luminescence, 1 h; Potency, µM (top dose mostly 115 µM), without a hit: at the top dose activation, hits mostly activators; 410,000 tested, 0.075% active; further: nearly all actives have a fitted effect of over 55% in size; some results filed as inactive show a strong effect at the top dose; inactives centre near -15; many of its hits are not listed in these tables
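HEK-293-derived GP2 cells expressing PTHR1 and a GloSensor cAMP reporter, 3,000/well, plated overnight, given luciferin plus IBMX (each 0.5 mM as added) for 1 h at 37 °C, then compound for 1 h at 37 °C. Luminescence was read after 15 min at room temperature.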
EPAC2 ag = EPAC2 (human) agonism; Potency, µM (doses to about 154 µM), for inactives: at the highest dose activation, hits mostly activators; EPAC2 activation, biochemical qHTS; response scale: 100% = 6.5 mM cAMP response; Q8WZA2; 360,000 tested, 0.079% active; further: nearly all actives have a fitted effect of over 50% in size
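Fluorescence exchange assay: 100 nM EPAC2 with 250 nM RAP1B-BODIPY-GDP and 50 uM GDP; compounds tested as a concentration-titration series (qHTS). Loss of Rap1-bound BODIPY-GDP fluorescence read at 480/540 nm; data normalized to 6.5 mM cAMP.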
FUS yeast rescue = suppressors of FUS proteinopathy in yeast. S. cerevisiae FUS-expressing, growth rescue, OD600, 24 h. Potency, µM (top dose mostly 76.6 µM), without a hit: at the top dose growth rescue (activation), most hits filed as activators. 390,000 tested, 0.24% active;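 further: plate controls were DMSO vehicle for no effect and reference control for full effect; nearly all actives have a fitted effect of over 55% in size; some results filed as inactive show a strong effect at the top dose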
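Restored growth of FUS-toxic S. cerevisiae, read as 600 nm absorbance after 24 h at 30C in galactose medium (starting OD 0.005). Controls CP55940 and DMSO.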
An asterisk follows results filed as active; & = joins results of further samples; [ ] = dose if it differs, or a comment. The call rests on the fitted dose curve; in most records, active means well fitted curve in the direction sought with a large enough effect; inconclusive means small, poorly fitted or top-dose-only effect, or another doubt; inactive means no such curve, though single readings can be large; an effect the other way counts as inactive or inconclusive. Potency means the concentration at half of the fitted maximal effect.

What do the screens show for `CCOC(=O)c1c(C)[nH]c(C2=NNC(=NC(C)COC)SC2)c1C` (centres undefined)?
EPAC1 ag: -3%; EPAC2 antag: 10%; TDP43 rescue: -11%[0.397 µM]; aSyn yeast inh: 0%; EPAC1 antag: 10%; PTHR1 ag: -16%; EPAC2 ag: 2%; FUS yeast rescue: 24%

What do the screens show for `COc1ccccc1N(CC(=O)N1CCC(C(N)=O)CC1)S(=O)(=O)c1ccccc1`?
EPAC1 ag: 4%; EPAC2 antag: 3%; TDP43 rescue: 3%; aSyn yeast inh: 6%; EPAC1 antag: 12%; PTHR1 ag: inactive; EPAC2 ag: 6%; FUS yeast rescue: 5%

Results for COCC1CCN(c2nc3nonc3nc2N2CCSCC2)C1 (centres undefined) ?
EPAC1 ag: 2%; EPAC2 antag: 4%; TDP43 rescue: -6%; aSyn yeast inh: -9%; EPAC1 antag: inconclusive; PTHR1 ag: -3%; EPAC2 ag: 0%; FUS yeast rescue: 7%

How did COc1ccccc1S(=O)(=O)Cc1ccc(C(=O)N2CCN(c3ccccn3)CC2)o1 do in these assays?
EPAC1 ag: -6%; EPAC2 antag: -16%; TDP43 rescue: 12%; aSyn yeast inh: inconclusive; EPAC1 antag: 6%; PTHR1 ag: -33%[inhibitor]; EPAC2 ag: 5%; FUS yeast rescue: -5%

What do the screens show for `O=C(CSc1nc2[nH]ncc2c(=O)[nH]1)Nc1cccc([N+](=O)[O-])c1`?
EPAC1 ag: 2%; EPAC2 antag: 2%; TDP43 rescue: -20%; aSyn yeast inh: 1%; EPAC1 antag: -6%; PTHR1 ag: inactive; EPAC2 ag: -4%; FUS yeast rescue: 2%

What do the screens show for `OCC[C@@H]1C[C@@H](O)[C@H](O)[C@@]2(CCCc3ccccc3O2)O1`?
EPAC1 ag: 7%; EPAC2 antag: 8%; TDP43 rescue: -2%; aSyn yeast inh: 0%; EPAC1 antag: 8%; PTHR1 ag: -21%; EPAC2 ag: 9%; FUS yeast rescue: -21%

Results for CC(C)(Oc1ccc(Cl)cc1)C(=O)OCC(=O)NCCc1ccccc1 ?
EPAC1 ag: 5%; EPAC2 antag: -18%; TDP43 rescue: 17%; aSyn yeast inh: 12%; EPAC1 antag: -26%; PTHR1 ag: inactive; EPAC2 ag: 7%; FUS yeast rescue: 0%

What do the screens show for `Cc1c(C)n(-c2ccccc2)c2ncnc(NCCN(C)C)c12`?
EPAC1 ag: 14%; EPAC2 antag: 5%; TDP43 rescue: 7%; aSyn yeast inh: 0%; EPAC1 antag: -6%; PTHR1 ag: inactive; EPAC2 ag: 6%; FUS yeast rescue: -1%

Results for CC(C)Cn1c(/C=C/c2ccco2)nc2ccccc21 ?
EPAC1 ag: 6%; EPAC2 antag: -1%; TDP43 rescue: 12%; aSyn yeast inh: 0%; EPAC1 antag: -2%; PTHR1 ag: -4%; EPAC2 ag: -4%

What do the screens show for `O=c1o[nH]c(-c2ccccc2)c1C1=NCCCCC1`?
EPAC1 ag: 6%; EPAC2 antag: -1%; TDP43 rescue: 10%; aSyn yeast inh: 14%; EPAC1 antag: 4%; PTHR1 ag: -21%; EPAC2 ag: -6%; FUS yeast rescue: 19%

What do the screens show for `O=C(Cn1cnc2c(oc3nc4c(cc32)CCCC4)c1=O)Nc1cccc(Cl)c1`?
EPAC1 ag: -7%; EPAC2 antag: -6%; TDP43 rescue: -37%[inhibitor]; aSyn yeast inh: -4%; EPAC1 antag: inconclusive; PTHR1 ag: -3%; EPAC2 ag: 4%; FUS yeast rescue: 37%

Results for COc1ccccc1-n1nc(C(=O)Nc2ccc3c(c2)OCO3)c2ccccc2c1=O ?
EPAC1 ag: 0%; EPAC2 antag: -1%; TDP43 rescue: -4%; aSyn yeast inh: 5%; EPAC1 antag: -5%; PTHR1 ag: inactive; EPAC2 ag: -6%; FUS yeast rescue: -6%

How did CN(C)c1ncnc2c1ncn2[C@H]1CN(C2CCCC2)C[C@@H](CO)O1 do in these assays?
EPAC1 ag: 12%; EPAC2 antag: 4%; TDP43 rescue: 12%; aSyn yeast inh: -9%; EPAC1 antag: 5%; PTHR1 ag: inactive; EPAC2 ag: 10%; FUS yeast rescue: -16%

What do the screens show for `COC(=O)C1(Cc2cc(-c3ccc(OC)cc3OC)no2)CCN(C(=O)OC(C)(C)C)CC1`?
EPAC1 ag: -9%; EPAC2 antag: -8%; TDP43 rescue: 1%; aSyn yeast inh: -1%; EPAC1 antag: -15%; PTHR1 ag: -93%[inhibitor]; EPAC2 ag: -2%; FUS yeast rescue: inconclusive

How did NS(=O)(=O)c1ccc(CCNC(=O)NC2CCCCC2)cc1 do in these assays?
EPAC1 ag: 17%; EPAC2 antag: 9%; TDP43 rescue: 4%; aSyn yeast inh: -2%; EPAC1 antag: 10%; PTHR1 ag: inactive; EPAC2 ag: 6%; FUS yeast rescue: -22%

How did COc1ccccc1NC(=O)c1ccc(NC(=O)CSc2nc(N)cc(=O)[nH]2)cc1 do in these assays?
EPAC1 ag: -2%; EPAC2 antag: -5%; TDP43 rescue: 2%; aSyn yeast inh: -4%; EPAC1 antag: -19%; PTHR1 ag: inactive; EPAC2 ag: 7%; FUS yeast rescue: 25%

What do the screens show for `COc1ccc2c(c1)sc(N)[n+]2Cc1cc(C)cc2cccnc12`?
EPAC1 ag: 2%; EPAC2 antag: inconclusive; TDP43 rescue: 8%; aSyn yeast inh: 4%; EPAC1 antag: 10%; PTHR1 ag: -32%; EPAC2 ag: -8%; FUS yeast rescue: 12%

How did C=CCC[C@@H](Cc1ccc(F)cc1)C(=O)OC[C@@H](NC(=O)[C@@H](CC=C)CC(=O)N[C@H](CO)Cc1ccccc1)C(C)(C)C do in these assays?
EPAC1 ag: -23%; EPAC2 antag: -27%; TDP43 rescue: -2%; aSyn yeast inh: -2%; EPAC1 antag: -18%; PTHR1 ag: -14%; EPAC2 ag: -15%; FUS yeast rescue: 28%

How did CCOC(=O)C(C)(C)N(Cc1ccc(C)cc1)S(=O)(=O)c1ccc(Cl)c([N+](=O)[O-])c1 do in these assays?
EPAC1 ag: -5%; EPAC2 antag: -11%; TDP43 rescue: -4%; aSyn yeast inh: 10%; EPAC1 antag: inconclusive; PTHR1 ag: -23%; EPAC2 ag: 8%; FUS yeast rescue: 9%

What do the screens show for `C=CCn1c(=O)c2c3c(sc2n2c(Nc4ccc(C(=O)OCC)cc4)nnc12)CCCC3`?
EPAC1 ag: -4%; EPAC2 antag: -18%; TDP43 rescue: -6%; EPAC1 antag: -13%; PTHR1 ag: -17%; EPAC2 ag: -14%; FUS yeast rescue: 21%

Results for CCOC(=O)C1CCN(CCC(=O)Nc2ccccc2Cl)CC1 ?
EPAC1 ag: 4%; EPAC2 antag: 0%; TDP43 rescue: -3%&3%; aSyn yeast inh: 0%; EPAC1 antag: 3%; PTHR1 ag: -2%; EPAC2 ag: 3%; FUS yeast rescue: -3%&-10%

What do the screens show for `Cc1c(Cl)cnc(NC(=O)COC(=O)c2cccc(S(=O)(=O)N3CCOCC3)c2)c1Cl`?
EPAC1 ag: 0%; EPAC2 antag: 14%; TDP43 rescue: -2%; aSyn yeast inh: -1%; EPAC1 antag: -6%; PTHR1 ag: -1%; EPAC2 ag: 5%; FUS yeast rescue: -34%

How did NC(=O)c1ccccc1OCC(=O)N1CCCC1c1ccc2c(c1)OCCCO2 (centres undefined) do in these assays?
EPAC1 ag: 2%; EPAC2 antag: 10%; TDP43 rescue: 13%; aSyn yeast inh: 6%; EPAC1 antag: 9%; PTHR1 ag: inactive; EPAC2 ag: 2%; FUS yeast rescue: -12%

How did CCc1ccc(N2CC(C(=O)Nc3ccc(S(=O)(=O)Nc4nccs4)cc3)CC2=O)cc1 (centres undefined) do in these assays?
EPAC1 ag: 5%; EPAC2 antag: -11%; TDP43 rescue: -12%; aSyn yeast inh: -1%; EPAC1 antag: -18%; PTHR1 ag: inactive; EPAC2 ag: 20%; FUS yeast rescue: 31%

Results for Cc1ccnc(NC(=O)CC(c2ccccc2)c2ccccc2)n1 ?
EPAC1 ag: -9%; EPAC2 antag: -8%; TDP43 rescue: 17%; aSyn yeast inh: 0%; EPAC1 antag: -6%; PTHR1 ag: -8%; EPAC2 ag: 6%; FUS yeast rescue: 1%

How did COC(=O)CCCC(=O)N1CCC(CCC(=O)NCc2ccc(F)cc2)CC1 do in these assays?
EPAC1 ag: -26%; EPAC2 antag: 24%; TDP43 rescue: -22%; aSyn yeast inh: 3%; EPAC1 antag: 10%; PTHR1 ag: -3%; EPAC2 ag: 5%; FUS yeast rescue: 6%

How did CC(=O)N1CCN(C(=O)c2cccc(S(=O)(=O)N3CCOCC3)c2)CC1 do in these assays?
EPAC1 ag: -2%; EPAC2 antag: 20%; TDP43 rescue: -25%; aSyn yeast inh: 3%; EPAC1 antag: 15%; PTHR1 ag: -46%[inhibitor]; EPAC2 ag: 0%; FUS yeast rescue: 2%

How did O=c1c2c3nc4ccccc4nc3n(/N=C/c3ccco3)c2ncn1CCC1=CCCCC1 do in these assays?
EPAC1 ag: -1%; EPAC2 antag: 8%; TDP43 rescue: -17%; aSyn yeast inh: 7%; EPAC1 antag: 6%; PTHR1 ag: 9%; EPAC2 ag: 5%; FUS yeast rescue: inconclusive

Results for O=C(Nc1ccc(F)c(F)c1)NC1CCCCC1 ?
EPAC1 ag: 3%; EPAC2 antag: 8%; TDP43 rescue: 10%; aSyn yeast inh: -8%; EPAC1 antag: -2%; PTHR1 ag: -24%; EPAC2 ag: -11%; FUS yeast rescue: 12%

Three structures from above, arranged by count of non-hydrogen atoms, lowest first.
How did COC(=O)CCCC(=O)N1CCC(CCC(=O)NCc2ccc(F)cc2)CC1 do in these assays?
EPAC1 ag: -26%; EPAC2 antag: 24%; TDP43 rescue: -22%; aSyn yeast inh: 3%; EPAC1 antag: 10%; PTHR1 ag: -3%; EPAC2 ag: 5%; FUS yeast rescue: 6%

How did COc1ccccc1NC(=O)c1ccc(NC(=O)CSc2nc(N)cc(=O)[nH]2)cc1 do in these assays?
EPAC1 ag: -2%; EPAC2 antag: -5%; TDP43 rescue: 2%; aSyn yeast inh: -4%; EPAC1 antag: -19%; PTHR1 ag: inactive; EPAC2 ag: 7%; FUS yeast rescue: 25%

How did O=c1c2c3nc4ccccc4nc3n(/N=C/c3ccco3)c2ncn1CCC1=CCCCC1 do in these assays?
EPAC1 ag: -1%; EPAC2 antag: 8%; TDP43 rescue: -17%; aSyn yeast inh: 7%; EPAC1 antag: 6%; PTHR1 ag: 9%; EPAC2 ag: 5%; FUS yeast rescue: inconclusive

The list is partial, so the mix of outcomes need not match the whole.
